Source: PubChem BioAssay (several laboratories)
Rin1-Abl PPI inh = human Rin1-Abl interaction inhibition | P00519+Q13671 | TR-FRET Rin1/Abl binding, biochemical | inhibition, % at 7.35 µM | 360,000 tested, 0.4% active | AID 588664; in the data active means inhibition above about 5%, passing the limit was not always enough
Target sequence (P00519 whole entry, looked up): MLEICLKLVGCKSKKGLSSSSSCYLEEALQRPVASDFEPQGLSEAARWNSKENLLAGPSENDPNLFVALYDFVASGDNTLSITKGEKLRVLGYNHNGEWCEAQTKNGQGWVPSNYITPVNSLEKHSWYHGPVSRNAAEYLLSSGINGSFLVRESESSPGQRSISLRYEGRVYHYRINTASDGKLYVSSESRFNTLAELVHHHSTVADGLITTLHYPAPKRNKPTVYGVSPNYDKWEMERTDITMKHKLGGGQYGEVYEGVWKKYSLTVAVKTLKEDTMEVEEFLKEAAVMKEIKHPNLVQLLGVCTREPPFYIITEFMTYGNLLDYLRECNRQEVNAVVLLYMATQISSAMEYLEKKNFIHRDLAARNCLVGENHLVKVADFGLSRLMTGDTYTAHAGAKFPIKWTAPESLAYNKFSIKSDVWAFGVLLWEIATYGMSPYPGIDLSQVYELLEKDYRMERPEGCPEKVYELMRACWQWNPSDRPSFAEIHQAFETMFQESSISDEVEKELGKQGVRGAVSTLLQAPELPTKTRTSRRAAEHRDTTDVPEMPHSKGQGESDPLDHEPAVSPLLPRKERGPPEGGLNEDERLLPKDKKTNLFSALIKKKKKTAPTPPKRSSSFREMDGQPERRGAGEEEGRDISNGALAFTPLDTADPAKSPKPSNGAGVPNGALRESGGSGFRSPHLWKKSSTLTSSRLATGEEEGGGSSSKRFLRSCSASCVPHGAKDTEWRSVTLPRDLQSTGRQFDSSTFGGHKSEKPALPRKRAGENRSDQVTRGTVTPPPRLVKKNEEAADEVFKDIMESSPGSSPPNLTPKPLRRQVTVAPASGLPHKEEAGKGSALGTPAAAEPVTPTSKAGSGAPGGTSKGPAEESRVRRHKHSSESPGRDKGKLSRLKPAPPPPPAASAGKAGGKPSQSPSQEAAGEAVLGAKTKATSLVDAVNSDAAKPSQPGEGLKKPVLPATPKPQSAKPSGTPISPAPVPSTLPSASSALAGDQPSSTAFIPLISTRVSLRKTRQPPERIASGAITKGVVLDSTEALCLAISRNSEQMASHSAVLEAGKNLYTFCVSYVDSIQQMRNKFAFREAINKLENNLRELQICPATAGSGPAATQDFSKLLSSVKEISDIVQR
Target sequence (Q13671 whole entry, looked up): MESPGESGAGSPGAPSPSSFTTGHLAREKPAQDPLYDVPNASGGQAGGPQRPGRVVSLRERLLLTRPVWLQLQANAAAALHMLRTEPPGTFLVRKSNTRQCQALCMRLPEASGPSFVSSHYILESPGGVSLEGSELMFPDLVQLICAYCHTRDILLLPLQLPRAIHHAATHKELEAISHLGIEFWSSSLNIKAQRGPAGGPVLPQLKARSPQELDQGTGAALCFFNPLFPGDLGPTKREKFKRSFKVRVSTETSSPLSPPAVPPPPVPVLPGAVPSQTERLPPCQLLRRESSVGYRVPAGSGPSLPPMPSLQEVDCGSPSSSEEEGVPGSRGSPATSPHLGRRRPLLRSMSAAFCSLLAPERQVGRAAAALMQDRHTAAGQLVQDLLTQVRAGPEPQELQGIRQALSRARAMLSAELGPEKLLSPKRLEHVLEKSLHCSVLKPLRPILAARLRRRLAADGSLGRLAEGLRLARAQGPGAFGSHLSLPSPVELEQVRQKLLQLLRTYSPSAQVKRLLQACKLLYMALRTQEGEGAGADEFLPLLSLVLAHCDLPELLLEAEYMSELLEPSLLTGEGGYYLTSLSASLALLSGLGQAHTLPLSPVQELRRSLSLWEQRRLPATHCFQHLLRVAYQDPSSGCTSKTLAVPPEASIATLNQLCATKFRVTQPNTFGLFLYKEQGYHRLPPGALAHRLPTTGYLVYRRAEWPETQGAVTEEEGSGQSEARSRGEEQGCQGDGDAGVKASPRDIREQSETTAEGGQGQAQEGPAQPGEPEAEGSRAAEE
PABP1 MLLE inh = inhibitors of microRNA-mediated deadenylation, human PABP1 MLLE binding; GST-MLLE / FITC-PAM2 fluorescence polarization; inhibition, % at 20 µM; 360,000 tested, 0.36% active; in the data active means inhibition above about 35%, passing the limit was not always enough;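 further: plate controls were DMSO wells with GST-MLLE for no effect and wells lacking GST-MLLE protein for full effect; some results filed as inactive read as strong as hits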
E coli Lon inh = inhibitors of E. coli Lon protease. AID 602123. purified E. coli Lon protease, fluorescence polarization. P0A9M0. 360,000 tested, 0.42% active. inhibition, % at 7.94 µM; in the data active means inhibition above about 13%, passing the limit was not always enough;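 further: 0% = enzyme with probe and DMSO and 100% = no enzyme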
bovine MsrA act = bovine methionine sulfoxide reductase A activation; purified bovine MsrA, absorbance read-out; activation, % at 10.6 µM; 360,000 tested, 0.3% active; in the data active means activation above about 7.5%;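 further: 0% = vehicle and 100% = reference activator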
FAS TE block = blocks the thioesterase domain of human fatty acid synthase; P49327; recombinant FAS-TE, OMFH fluorogenic substrate, fluorescence endpoint; inhibition, % at 15 µM; 360,000 tested, 0.67% active;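 active means compounds whose normalised, plate-corrected inhibition of enzyme fluorescence in the single-dose primary screen is 50% or more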;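 further: 0% = DMSO with enzyme and 100% = substrate without enzyme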
CendR NRP1 mod = NRP-1/CendR interaction modulation; inhibition, % at 25 µM; FAM-RPARPAR peptide binding to NRP-1, fluorescence polarization; AID 602438; 360,000 tested, 0.85% active; O14786;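 active means inhibition or corrected inhibition above about 18%, plus a signal ratio from 0.5 to 1.5, limit read from the data, passing the limit was not always enough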; further: strong numbers were not always called active
Neddyl block = blocks human cullin neddylation; AID 651699; TR-FRET cullin neddylation, biochemical; 360,000 tested, 0.58% active; calls only at 25 µM; in the data active means inhibition above about 36%
SKN-1 inh = blocks SKN-1 activity in C. elegans | AID 624304 | 360,000 tested, 0.49% active | C. elegans VP596 Pgst-4::GFP/RFP ratio, acrylamide-induced, 24 h | inhibition, % at 21.8 µM;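 active means interference check ratio from 0.5 to 1.5 plus GFP to RFP signal ratio inhibition reaching or exceeding a fixed threshold, cut at about 30% in these data, passing the limit was not always enough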; further: some compounds called inactive have numbers as strong as hits
MT1-MMP act inh = blocks activation of human MT1-MMP; AID 651647; 360,000 tested, 0.061% active; GFP/RFP ratio change, % at 20 µM; HT1080 RFP-PRO-GFP cells, GFP/RFP ratio fluorescence, overnight; percent of plate control window, DMSO zero;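 active means GFP/RFP ratio change of at least 30% with cell ATP level not reduced by more than half and red fluorescence within 50% of control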; further: strong numbers were not always called active
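Test system: HT1080 cells expressing an RFP-PRO-GFP fluorescent reporter construct / Compound dosing: single-point 20 µM compound, 1% DMSO / Schedule: cells overnight before dosing, compound overnight, 37 °C, 5% CO2 / Evaluation: GFP/RFP fluorescence ratio / Control set: DMSO and RFP-L50D-GFP cell wells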
The depositor's hits bear a star; i = inactive; / = no result given.

SMILES | Rin1-Abl PPI inh | PABP1 MLLE inh | E coli Lon inh | bovine MsrA act | FAS TE block | CendR NRP1 mod | Neddyl block | SKN-1 inh | MT1-MMP act inh
Cn1c(=O)n(C)c2cc(NC(=O)c3cc4ccccc4o3)ccc21 | -3.6 | -6.0 | -0.4 | -5.3 | -7.1 | 1.9 | i | 14.9 | 21.0
N#Cc1cncc(C#Cc2ccccc2)c1 | -1.4 | -6.8 | 2.2 | -0.9 | 3.9 | 3.6 | i | 60.6* | -4.1
O=C(O)c1c(NC(=O)c2cccc3ccccc23)sc2c1CCC2 | 0.9 | 23.6 | 7.4 | 1.1 | 0.6 | -10.4 | i | -12.1 | 1.4
O=C(CS(=O)(=O)c1cn(Cc2ccc(F)cc2)c2ccccc12)N1CCOCC1 | 0.9 | 12.6 | 0.4 | -0.5 | -2.8 | 2.2 | i | -3.7 | -1.3
C=CCOc1ccc(/C=C/C(=O)OCC(=O)N(C)CC(=O)Nc2ccc(F)cc2)cc1 | -3.1 | -8.8 | 0.1 | -1.9 | -0.6 | -4.8 | i | -3.7 | 4.9
Cc1ccc(CNc2ncccc2-c2nc3cc(Cl)ccc3o2)cc1 | -1.7 | 5.2 | 0.8 | -0.8 | 19.2 | 0.9 | / | -21.7 | 0.5
O=C1NN=C(c2ccc(Br)cc2)CC1c1ccc(Cl)cc1 (centres undefined) | -0.9 | 1.6 | 2.6 | -8.2 | 21.9 | -22.6 | i | 16.9 | 2.8
Cc1c(C(=O)NCCCN2CCCC2=O)oc2ccc(S(=O)(=O)N3CCOCC3)cc12 | 1.1 | -6.7 | -7.7 | -2.1 | -8.8 | -0.8 | i | -8.2 | 5.5
COc1ccc(C(=O)NCCCN2CCOCC2)cc1 | -0.6 | 7.5 | -2.1 | -2.7 | -4.2 | -3.9 | i | 8.3 | 1.3
O=C(COC(=O)/C=C/c1ccccc1)NC1CC1 | 1.2 | 4.3 | -3.0 | -6.4 | -11.5 | -11.1 | i | -0.6 | 1.1
O=C(NC1CCCC1)C(c1cccs1)N(C(=O)c1ccco1)c1ccc2c(c1)OCO2 (centres undefined) | -0.7 | 7.7 | -3.5 | -0.5 | 29.7 | -11.3 | i | -9.3 | 0.7
Cc1nc2sc(C(c3ccco3)N3CCC(C)CC3)c(O)n2n1 (centres undefined) | -3.6 | 4.4 | -5.2 | -3.0 | -8.8 | 5.2 | i | -0.4 | 0.7
CCCn1c(SCCC(=O)O)nc2ccccc21 | 2.5 | -6.9 | 12.1 | -1.2 | -1.9 | 14.2 | i | 13.9 | 6.9
Cc1ccc(CNc2nc(N)c([N+](=O)[O-])c(NCCO)n2)cc1 | 1.2 | -4.8 | -4.1 | -5.9 | 2.7 | 12.9 | i | -1.9 | -3.9
CC(C)Cc1nnc(NC(=O)CSc2nc(=O)cc(N)n2-c2ccccc2)s1 | 3.4 | 9.1 | -2.0 | -5.8 | -1.3 | -0.4 | i | -2.8 | 4.1
N#CCN1CCN(CCC(=O)Nc2ccc(OCc3ccccc3)cc2)CC1 | -0.8 | 1.8 | -4.9 | 0.7 | -1.0 | -0.1 | i | -3.9 | 1.7
CCCCNC(=O)CCn1ccc2cc(S(=O)(=O)N3CCCC3)ccc21 | -2.0 | -1.3 | -4.5 | -2.7 | -5.6 | 9.1 | i | 3.2 | -0.4
CCn1cc(S(=O)(=O)CC(=O)N2CCc3ccccc32)c2ccccc21 | 1.0 | -8.9 | -2.6 | -1.0 | 1.1 | 4.3 | i | 1.0 | 0.0
COc1cc(C(O)c2nc(-c3ccccc3OC)cs2)ccc1F (centres undefined) | -3.8 | -12.7 | -6.9 | -6.7 | 1.7 | 21.6 | i | -1.9 | 4.2
NNC(=O)c1ccc(COc2ccccc2)cc1 | 2.8 | -8.7 | -1.2 | -1.6 | -11.0 | -0.3 | i | 1.8 | 0.8
Cc1ccc([C@@H]2C[C@H]3[C@@H](CN2S(=O)(=O)c2ccc(Cl)cc2)C(=O)C[C@@H](c2ccccc2F)N3S(=O)(=O)c2ccc(C)cc2)cc1 | 0.0 | 5.7 | -9.1 | -2.5 | 18.9 | 4.6 | i | -0.7 | -0.7
COc1ccc(Nc2ncnc3c2cnn3Cc2ccccc2)cc1OC | 0.9 | -15.2 | -1.6 | -2.6 | -2.4 | 14.1 | i | 1.3 | 3.8
COc1ccc(OCC(=O)Nc2ccc(C)cc2)cc1 | -2.8 | 19.7 | -0.4 | -1.6 | -2.9 | 2.3 | i | -14.7 | 5.3
CCc1ccc(N2C(=O)Nc3ccc(Br)cc3C2(O)C(=O)NCCN(C)C)cc1 (centres undefined) | 3.0 | 1.5 | -11.8 | -10.9 | -6.5 | -5.5 | i | -10.6 | 5.8
Cc1nn(-c2ccccc2)c(C)c1NC(=O)c1cccs1 | -1.9 | 18.0 | 2.5 | 0.1 | -4.2 | 11.5 | i | -2.7 | 1.9

Record cards, from the list above. Order of screens: Rin1-Abl PPI inh | PABP1 MLLE inh | E coli Lon inh | bovine MsrA act | FAS TE block | CendR NRP1 mod | Neddyl block | SKN-1 inh | MT1-MMP act inh
O=C(COC(=O)/C=C/c1ccccc1)NC1CC1 in the list: 1.2 | 4.3 | -3.0 | -6.4 | -11.5 | -11.1 | i | -0.6 | 1.1
CC(C)Cc1nnc(NC(=O)CSc2nc(=O)cc(N)n2-c2ccccc2)s1 in the list: 3.4 | 9.1 | -2.0 | -5.8 | -1.3 | -0.4 | i | -2.8 | 4.1

Random excerpt: 4 records from the list
SMILES | Rin1-Abl PPI inh | PABP1 MLLE inh | E coli Lon inh | bovine MsrA act | FAS TE block | CendR NRP1 mod | Neddyl block | SKN-1 inh | MT1-MMP act inh
O=C(CS(=O)(=O)c1cn(Cc2ccc(F)cc2)c2ccccc12)N1CCOCC1 | 0.9 | 12.6 | 0.4 | -0.5 | -2.8 | 2.2 | i | -3.7 | -1.3
Cc1c(C(=O)NCCCN2CCCC2=O)oc2ccc(S(=O)(=O)N3CCOCC3)cc12 | 1.1 | -6.7 | -7.7 | -2.1 | -8.8 | -0.8 | i | -8.2 | 5.5
NNC(=O)c1ccc(COc2ccccc2)cc1 | 2.8 | -8.7 | -1.2 | -1.6 | -11.0 | -0.3 | i | 1.8 | 0.8
O=C(COC(=O)/C=C/c1ccccc1)NC1CC1 | 1.2 | 4.3 | -3.0 | -6.4 | -11.5 | -11.1 | i | -0.6 | 1.1

(further entries)
SMILES | Rin1-Abl PPI inh | PABP1 MLLE inh | E coli Lon inh | bovine MsrA act | FAS TE block | CendR NRP1 mod | Neddyl block | SKN-1 inh | MT1-MMP act inh
Cc1ccc(C)c(OCC(=O)NCC(C)C)c1C | -0.4 | 14.4 | 0.9 | -2.9 | 5.7 | -15.8 | i | 3.6 | 4.0
CCCN1C2CCCC1CC(NC(=S)Nc1cc(C)ccc1C)C2 (centres undefined) | 4.0 | 24.7 | 6.7 | 2.1 | -3.4 | 7.7 | i | -2.7 | 2.1
COc1ccc(CCn2c(S)nc3ccccc3c2=O)cc1 | 1.9 | -63.1 | -7.1 | -0.5 | -2.4 | 25.0 | i | 15.1 | 2.2
CC(C)CCNC(=O)CN(Cc1cccs1)C(=O)CCC(=O)Nc1nccs1 | 2.3 | -4.8 | 5.5 | -1.6 | -6.0 | -1.5 | i | -2.0 | -0.8
COc1ccccc1NC(=O)CS(=O)(=O)c1cn(CC(=O)N(C(C)C)C(C)C)c2ccccc12 | -0.9 | -4.1 | 10.0 | 0.8 | -0.5 | 15.3 | i | 16.3 | -2.6
O=C(N=C1SC2CS(=O)(=O)CC2N1c1ccc(F)c(Cl)c1)C1CC1 (centres undefined) | -1.2 | -18.7 | 1.8 | -1.1 | -9.7 | 2.9 | i | 3.6 | -0.1
O=C(/C=C/c1ccccc1)N1CCN(CC(O)COc2ccccc2)CC1 (centres undefined) | 0.3 | -1.9 | -12.2 | -5.6 | -5.1 | -8.2 | i | -11.2 | 1.4
Cc1cc(C)nc(NC(=O)c2ccc(Cl)c([N+](=O)[O-])c2)n1 | -2.7 | 6.1 | -1.2 | -2.8 | 5.9 | 17.9 | i | 8.6 | 0.5
O=C(/C=C/c1ccccc1)CC(=O)c1ccccc1 | 0.5 | 10.6 | -19.1 | -2.2 | 0.1 | 10.8 | i | -4.5 | -2.6
O=C(COC(=O)c1ccc(O)cc1O)N=c1sccn1Cc1ccccc1Cl | 1.2 | -4.0 | 0.9 | 1.9 | 13.4 | -8.0 | i | -0.1 | -10.0
COc1ccc(-c2nnc(N(C)C(=O)C3CCCO3)s2)cc1 (centres undefined) | 2.4 | 10.4 | -7.8 | -3.3 | -3.7 | 14.1 | i | -6.4 | 7.1
Cc1ccccc1CNC(=O)c1cc(COc2ccc(F)cc2F)on1 | 2.4 | -7.4 | 5.5 | -7.4 | 14.9 | -5.7 | i | -17.3 | -5.0
CC(=O)Nc1ccc(OCC(O)CN2CCN(Cc3ccccc3)CC2)cc1 (centres undefined) | 1.2 | 6.7 | -9.3 | -0.9 | -6.1 | -121.5 | i | 8.4 | 1.9
c1ccc(-c2csc(-n3cccn3)n2)cc1 | -2.0 | 8.9 | 3.2 | -4.2 | -3.5 | 3.0 | i | -4.5 | 0.6
Cc1ccc2[nH]c(C)c(CC(=O)O)c2c1 | -2.0 | -4.9 | 2.1 | -1.9 | -5.3 | -10.9 | i | 27.0 | -3.1
Cc1ccc(C)c2[nH]c(=O)c(CCNC(=O)CCc3ccccc3)cc12 | -0.5 | 10.0 | -0.8 | -2.3 | 2.2 | 1.5 | i | -1.1 | -1.9
Cc1cc2oc(=O)cc(CSc3nnc(-c4cccs4)o3)c2cc1C(C)C | 1.1 | -105.7 | -2.5 | -7.9 | 29.0 | 6.3 | i | -7.2 | -2.2
O=C(CN1CCOCC1)N/N=C/C=C/c1ccccc1 | -1.4 | -7.7 | -9.7 | -5.6 | -6.9 | 2.5 | i | -4.0 | -0.9
CC(C)(C)N1C(=O)c2ccccc2NC(=O)C1C(=O)Nc1ccc2c(c1)OCCO2 (centres undefined) | / | / | / | / | / | 2.0 | i | 4.1 | 4.4
Cc1cc(C)c(NC(=O)CN2C(=O)NC3(CCCCC3)C2=O)c(Cl)c1 | 3.0 | -21.9 | -0.7 | -7.7 | -3.6 | -5.8 | i | 16.9 | 2.5
CCC1(C)Cc2nc3[nH]c(=S)n(-c4ccccc4)c(=O)c3cc2CO1 (centres undefined) | -1.7 | 13.3 | 2.4 | -10.6 | -5.6 | 2.7 | i | -7.2 | -0.6
N#CCCn1cc(C(=O)N2CCOCC2)c(-c2ccc3c(c2)OCCO3)n1 | 1.8 | -8.5 | -1.8 | -2.4 | -6.1 | 0.3 | i | -3.4 | -3.9
CCn1nnnc1SCC(=O)N1CCCc2ccccc21 | -1.9 | 9.7 | -7.8 | -0.1 | 1.5 | -3.4 | i | 2.7 | -11.3
O=C1NC2(CCCCC2)NN1c1ccccc1 | 1.5 | 8.4 | -4.7 | 1.2 | -8.3 | -4.1 | i | 6.8 | 0.2
CCOCCCNC(=O)C(NC(=O)c1cnccn1)c1ccc(OC)cc1 (centres undefined) | 5.9 | 2.5 | 3.3 | -13.8 | -9.2 | -6.2 | i | 7.9 | 2.7
COc1cccc(-c2nc(N3CCN(c4ccccc4)CC3)c3ccccc3n2)c1O | 2.4 | 5.6 | -3.2 | -5.4 | 20.1 | 16.1 | i | 3.2 | -7.4
COc1cc(/C=C(\C#N)c2nc3ccccc3s2)cc([N+](=O)[O-])c1O | 2.0 | -109.9 | -34.3 | -14.2 | 50.6* | -119.4 | i | -8.2 | 2.1
Cc1ccc(C2=NN(C(=O)CSc3nnnn3C)C(c3ccco3)C2)cc1 (centres undefined) | -0.2 | -2.0 | 2.0 | -3.1 | 20.9 | 1.7 | i | 1.3 | -3.7
CCOC(=O)N1CCC(NC(=O)CCc2nc(-c3ccc(C)cc3)no2)CC1 | 1.8 | -14.4 | -4.7 | 0.1 | -6.4 | -1.7 | i | -7.9 | 1.5
COc1cc(NS(=O)(=O)c2ccc(NC(=O)/C=C/c3cccc([N+](=O)[O-])c3)cc2)ncn1 | -0.9 | 13.3 | -9.5 | -8.4 | 8.4 | -14.1 | i | 12.4 | 3.9
